Fh CTSL1 inh: Fasciola hepatica cathepsin L1 inhibitors, primary screen, counter-screen for PFM18AAP inhibitor project, biochemical, QFRET, fluorogenic peptide substrate | inhibition, % at 5.96 µM | recombinant F. hepatica cathepsin L1, Z-Leu-Arg-MCA fluorescence | 300,000 compounds, 0.49% hits;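 active means inhibition above the mean of all tested compounds plus 3 SD, set per screening campaign, cut at about 17% in these data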;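 further: 0% = plate median of test compound wells and 100% = 1 µM Z-Phe-Ala-diazomethylketone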
core dimer inh: inhibitors of HCV core protein dimerization, primary screen, biochemical, TR-FRET, high-throughput; inhibition, % at 5 µM; TR-FRET GST/Flag-core106 dimerization, 1536-well; 300,000 compounds, 0.33% hits;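 active means inhibition above the mean of all tested compounds plus 3 SD, set per screening campaign, cut at about 45% in these data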
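assay system = GST-tagged and Flag-tagged HCV core protein residues 1-106 | controls = unlabelled core106 and no-GST-core106 wells | incubation = compound-protein-antibody incubation 4 h at 22.5 °C | probe or stimulus = Eu donor and XL665 acceptor anti-tag antibodies | read-out = % inhibition based on acceptor/donor emission ratio | signal = TR-FRET 671 and 617 nm emission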
Efflux pump mplx: inhibitors of Candida efflux pumps in yeast, primary screen, S. cerevisiae, Nile Red, multiplex | 330,000 compounds, 0.44% hits | S. cerevisiae Candida pump triplex | AID 485275, 2010 | inhibition, % at 10 µM;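 active means plate passing quality check with inhibition over a set limit, or well fluorescence over plate mean plus 4 SD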;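 further: Nile Red retained in pooled yeast measured as flow cytometry median fluorescence; 0% = buffer negative control and 100% = Enniatin B positive control; higher means more Nile Red kept so more efflux inhibition; some compounds called inactive have numbers as strong as hits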
GASC-1 inh: inhibitors of GASC-1 histone demethylase, primary screen, biochemical, fluorescence, DELFIA europium | Lysine-specific demethylase 4C (Homo sapiens), Q9H3R0 | GST-JMJD2C(1-420) H3K9me3 demethylation | inhibition, % at 2.35 µM | 330,000 compounds, 0.069% hits | AID 2099, 2009;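 active means more than half of a compound's replicate wells show inhibition beyond 50%, single wells judged on their own value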;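 further: signal counts dimethyl H3K9 product captured on neutravidin plate; 0% = median of DMSO wells and 100% = 0.3 times that DMSO median; strong numbers were not always called active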
Target sequence (Q9H3R0 1-420 limits assumed): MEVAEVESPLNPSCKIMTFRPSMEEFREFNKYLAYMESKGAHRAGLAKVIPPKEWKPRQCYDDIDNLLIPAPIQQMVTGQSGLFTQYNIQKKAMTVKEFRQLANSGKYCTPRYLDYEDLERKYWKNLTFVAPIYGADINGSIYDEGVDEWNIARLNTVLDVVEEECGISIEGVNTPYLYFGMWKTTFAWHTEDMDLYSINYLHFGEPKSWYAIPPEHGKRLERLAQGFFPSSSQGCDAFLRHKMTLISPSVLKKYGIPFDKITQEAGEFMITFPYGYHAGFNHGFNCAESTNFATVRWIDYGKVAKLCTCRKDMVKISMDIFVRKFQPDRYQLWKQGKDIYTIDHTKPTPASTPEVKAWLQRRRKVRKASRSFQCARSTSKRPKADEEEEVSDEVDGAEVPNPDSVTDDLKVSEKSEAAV
TPT1 inhibitor: Candida albicans TPT1 enzyme inhibitors, primary screen, biochemical, fluorescence polarization. tRNA 2'-phosphotransferase TPT1 (Candida albicans SC5314). recombinant caTPT1, FP RNA substrate dephosphorylation. inhibition, % at 5 µM. 300,000 compounds, 0.81% hits. AID 1962, 2009;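 active means inhibition above the mean of all tested compounds plus 3 SD, set per screening campaign, cut at about 24% in these data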;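 further: plate controls were DMSO alone for no effect and ferristatin control at 100 nM for full effect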
procasp3 activ: activators of human procaspase-3 D3A mutant, primary screen, biochemical, absorbance, PC-3 D3A mutant, single concentration | Caspase-3 (Homo sapiens), P42574 | recombinant procaspase-3 D3A, Ac-DEVD-pNA absorbance 405 nm | activation, % at 8.5 µM | 330,000 compounds, 0.11% hits | AID 463141, 2010;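 active means activation above the mean of all tested compounds plus 3 SD, cut at about 21% in these data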;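 further: 0% = DMSO alone and 100% = DMSO wells spiked with extra 5 µM PC-3 D3A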
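Test system: Procaspase-3 D3A mutant; medium: Zinc-free HEPES/NaCl buffer with 0.01% Triton X-100 at pH 7.4; reagent: DEVD-pNA substrate; doses: one concentration, 8.5 µM nominal, 0.8% DMSO; times: 1 h preincubation plus 2 h reaction at 25 °C; signal: Epi-absorbance at 405 nm of released p-nitroaniline, 0 and 120 min; replicates: singlicate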
PP1 counter: PP1-alpha phosphatase inhibitors, primary screen, counter-screen for PP5 inhibitor project, biochemical, fluorescence, OMFP substrate, single point. Serine/threonine-protein phosphatase PP1-alpha catalytic subunit (Homo sapiens), P62136. purified PP1alpha. inhibition, % at 6.7 µM. AID 2235, 2010. 320,000 compounds, 0.9% hits;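 active means inhibition above the mean inhibition of all tested compounds plus 3 SD, computed separately for each screening campaign, cut at about 15% in these data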
procasp7 counter: procaspase-7 activators, primary screen, counter-screen for procaspase-3 activator project, biochemical, absorbance, HTS, human; recombinant procaspase-7, Ac-DEVD-pNA absorbance 405 nm; D23A/D198A/D206A triple mutant, cannot self-cleave; scale: DMSO 0, 5 µM enzyme 100; activation, % at 8.5 µM; 330,000 compounds, 0.093% hits; AID 463210, 2010;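 active means percent activation above the screen-wide mean plus 3 SD, cut at about 25% in these data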
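Assay system – Uncleavable procaspase-7 mutant enzyme · Quantity – 2 µM procaspase-7 mutant as dispensed · Times – 1 h preincubation, 2 h reaction · Dosing – single nominal 8.5 µM compound dose, 0.8% DMSO final · Buffer or medium – Zinc-free 50 mM HEPES buffer, pH 7.4, with NaCl and Triton X-100 · Detection – Epi-absorbance of released pNA at 405 nm, two timepoints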
PP5 inh: PP5 phosphatase inhibitors, primary screen, biochemical, fluorescence; Serine/threonine-protein phosphatase 5 (Homo sapiens), P53041; purified PP5c, OMFP substrate fluorescence; inhibition, % at 6.7 µM; 320,000 compounds, 0.18% hits;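 active means inhibition above the campaign's mean inhibition across all tested compounds plus 3 SD, cut at about 9.5% in these data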;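 further: 0% = DMSO only and 100% = 100 µM cantharidin control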
Target sequence (P53041 whole entry, looked up): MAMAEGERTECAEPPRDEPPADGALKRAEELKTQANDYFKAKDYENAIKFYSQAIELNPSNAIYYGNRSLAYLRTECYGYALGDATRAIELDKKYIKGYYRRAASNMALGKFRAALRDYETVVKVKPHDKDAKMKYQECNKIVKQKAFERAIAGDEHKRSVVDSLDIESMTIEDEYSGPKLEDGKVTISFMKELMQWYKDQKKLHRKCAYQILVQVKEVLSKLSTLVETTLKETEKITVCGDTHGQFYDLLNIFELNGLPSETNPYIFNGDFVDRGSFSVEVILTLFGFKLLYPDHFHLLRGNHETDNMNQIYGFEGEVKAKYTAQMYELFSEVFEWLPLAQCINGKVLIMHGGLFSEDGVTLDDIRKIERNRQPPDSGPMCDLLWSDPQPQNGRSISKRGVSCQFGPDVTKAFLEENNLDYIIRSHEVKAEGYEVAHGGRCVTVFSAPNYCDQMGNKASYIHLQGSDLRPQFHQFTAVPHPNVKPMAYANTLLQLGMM
Starred values were filed as active, the others as inactive; / = no result given. This is a random part of the collection; 2.9% or so of the library scored in one or more.

SMILES	Fh CTSL1 inh	core dimer inh	Efflux pump mplx	GASC-1 inh	TPT1 inhibitor	procasp3 activ	PP1 counter	procasp7 counter	PP5 inh
COc1ccc(NC(=O)c2sc3ncn(CC(=O)N4CCN(c5ccccn5)CC4)c(=O)c3c2C)c(OC)c1	-2	5	0.1	-9	-2	-1	13	15	-0.3
O=C(Nc1ccccc1)Nc1ccc(F)cc1F	-1	1	0.1	2	1	4	-4	9	1.0
COc1ccccc1CNC(=O)c1cc(C(=O)CC(C)C)c[nH]1	-5	-2	-0.2	-14	-4	11	1	11	0.1
C/C(=N\NC(=S)NCc1ccccc1)c1ccco1	-1	2	0.0	46	-2	0	-7	-4	0.5
CCC/C=N/NC(=O)CNC(=O)c1ccccc1Cl	2	-4	0.1	-13	2	-3	-2	6	0.2
O=C(c1cnc(N2CCN(c3ccccn3)CC2)c2ccccc12)N1CCN(c2cccc(Cl)c2)CC1	-2	24	0.2	-1	-5	-1	4	6	5.2
CC(=O)NS(=O)(=O)c1ccc(NC(=O)c2ccccn2)cc1	2	1	-0.1	-23	0	2	-9	2	0.4
COc1ccc(C(=O)C2CCCN(S(=O)(=O)c3cccnc3)C2)c(C)c1 (stereo unspecified)	-2	-3	0.2	0	-6	1	4	13	-2.3
CSc1ccc(C2c3[nH]c4ccccc4c3CCN2C(=O)c2cc(C)n(C)n2)cc1 (stereo unspecified)	-1	14	0.2	-2	2	2	1	0	0.6
NC(=O)C(=O)NCCCN1CCOCC1	2	-1	0.0	3	0	2	3	4	0.1
Fc1ccc2nc(C3CCCCN3Cc3nc(CC4CC4)no3)[nH]c2c1 (stereo unspecified)	1	-2	0.0	-3	0	5	5	8	0.5
CCc1nc(CN2CCCC(C(=O)c3ccc4c5c(cccc35)CC4)C2)c(C)[nH]1 (stereo unspecified)	0	-7	0.1	-14	-1	8	-2	-2	0.5
CCOC(=O)Nc1cc2c(cc1C(C)=O)OCO2	0	1	-0.1	3	-1	4	-4	-4	-0.7
Cc1[nH]c(=O)nc2c1CCC2	0	3	0.0	2	1	5	-2	4	2.1
COc1ccccc1CCC(=O)OCC(=O)Nc1ccc(S(N)(=O)=O)cc1	-18	-5	-0.2	5	-2	5	-4	-5	2.6
Cn1c2ccccc2c2nnc(SCc3nnc(-c4ccccc4)o3)nc21	-3	5	-0.1	-3	-2	11	-7	15	1.4
COc1ccc2cc(C#N)c(Cl)nc2c1	1	1	0.2	5	-2	-1	-3	1	4.2
O=C(O)c1cccc(NC(=S)NC(=O)c2ccc(-c3ccc(Cl)cc3)o2)c1	5	19	-0.1	0	0	-2	-1	-16	1.6
COc1ccc(CN(CC(=O)NC(C)C)C(=O)CCC(=O)Nc2nccs2)cc1	4	-13	0.0	13	-1	13	-6	0	1.5
COc1nc(N2CCCC2)nc(-n2nnc(C(C)=O)c2C)n1	7	2	0.0	-6	-2	-2	2	-6	2.0
c1ccc(-n2nnc3c(N4CCOCC4)ncnc32)cc1	-1	-1	0.1	-13	-4	-10	0	-7	-0.7
Cc1ccc(NC(=O)CSc2n[nH]c(-c3ccco3)n2)c(C)c1	1	3	0.2	3	3	-3	9	4	-1.2
O=C(O)Cc1ccc(C(=O)c2ccc(F)cc2)s1	7	-8	-0.2	0	-5	5	-1	6	-1.2
COc1ccc(C(=O)Nc2cccc(NC(=O)c3ccc(OC)cc3OC)n2)c(OC)c1	-2	1	0.1	2	-4	14	-1	12	0.9
CCc1sc(NC(=O)COC)nc1-c1ccccc1	2	0	0.1	-15	-3	-2	5	-8	2.3

Further entries follow.
SMILES	Fh CTSL1 inh	core dimer inh	Efflux pump mplx	GASC-1 inh	TPT1 inhibitor	procasp3 activ	PP1 counter	procasp7 counter	PP5 inh
CCOC(=O)C1CCN(C(=O)c2ccc(NC(=O)C3CCCO3)cc2)CC1 (stereo unspecified)	-3	-3	-0.1	10	-5	2	-5	6	1.4
CC(C)C(=O)Nc1ccc(S(=O)(=O)Nc2nccc(/C=C/c3ccccc3)n2)cc1	-1	9	-0.1	1	3	7	2	-2	2.1
Cc1cc(OCCN2CCOCC2)ccc1Cl	-3	-3	0.0	4	-5	5	-2	2	2.5
Cc1[nH]n(-c2ccccc2)c(=O)c1C=Nc1ccc(S(N)(=O)=O)cc1	-2	-1	-0.1	-1	0	3	-3	3	-0.7
CC(=O)Nc1ccc(NC(=O)COc2cccc3c2OC(C)(C)C3)cc1	-2	-1	0.0	5	0	-2	-2	3	-0.1
Cc1ccccc1NC(=S)N(CCN1CCOCC1)Cc1ccccc1F	4	-1	0.3	-17	3	-1	5	5	4.3
O=C1c2ccccc2C(=O)c2cc(S(=O)(=O)Nc3ccccc3)ccc21	-3	7	0.1	-8	-3	-5	7	1	4.4
O=C(CSc1ccccn1)Nc1nonc1[N+](=O)[O-]	9	3	0.5	-6	2	-24	-1	-23	0.9
C[C@H](CO)N1C[C@H](C)[C@@H](CN(C)C(=O)Nc2ccccc2)Oc2c(NC(=O)Cc3ccccc3)cccc2C1=O	/	/	0.0	9	/	-7	/	7	/
CCC(CC)C(=O)c1c[nH]c(C(=O)N2CCN(c3ccccc3)CC2)c1	-2	-4	0.3	-24	-2	-1	-6	9	2.1
CN(C)C(=O)CN1C(=O)c2cccc3cccc1c23	5	-2	0.2	-6	3	2	-4	0	-0.5
Cc1ccc(NC(=O)CN2C(=O)S/C(=C/c3ccc(-c4cc(C(=O)O)ccc4C)o3)C2=O)cc1C	5	9	0.3	-17	7	-14	-2	-13	2.2
Cc1noc(C)c1COc1cccc(C(=O)Nc2ccccc2N2CCOCC2)c1	1	9	0.0	16	2	2	-6	6	2.8
O=C(NCCN1CCOCC1)c1cc(Sc2ccccc2Cl)nc2ccccc12	0	-7	0.0	-1	1	-4	-2	14	-2.8
CCS(=O)(=O)N1CCCC(C(=O)NCCN2CCC(Cc3ccccc3)CC2)C1 (stereo unspecified)	1	-1	0.0	17	0	-2	1	13	-3.3
Cc1nc2ccc(NC(=O)c3cccs3)cc2s1	-2	-2	-0.3	54	0	-6	-5	-3	1.2
O=C(Nc1ccc(F)c(Cl)c1)c1cccnc1	-5	9	0.0	-8	-1	4	-4	3	5.2
CCc1cccc2c(C(=O)COC(=O)c3nn(C)c(=O)c4ccccc34)c[nH]c12	2	6	-0.1	10	-2	1	1	3	3.3
COc1ccc(NC(=O)CN(C)C(=O)c2cccc(S(=O)(=O)N3CCN(Cc4ccccc4)CC3)c2)cc1	0	1	-0.1	-6	-2	-6	0	9	2.0
CC(C)(C)C(=O)Cn1c(=O)n(-c2ccc(F)cc2F)c(=O)c2sccc21	0	1	0.0	0	-1	0	-1	2	-0.7
CC[C@@H]1CC=C[C@H]2[C@H]1C(=O)N(Cc1ccccc1)[C@H]2c1ccc(C(F)(F)F)cc1	4	4	-0.3	5	2	-2	-2	-2	0.7
COc1ccc(CCNC(=O)C2CCCN(S(=O)(=O)c3ccc(F)cc3)C2)cc1 (stereo unspecified)	-2	-1	0.1	-9	3	0	-2	-1	2.1
O=C(COC(=O)c1cc(S(=O)(=O)N2CCOCC2)ccc1F)Nc1c(Cl)cccc1C(F)(F)F	-5	-3	-0.1	-11	-3	20	-3	3	-0.1
O=[N+]([O-])c1cc(S(=O)(=O)Nc2cccc(Cl)c2)ccc1N=Nc1c(O)[nH]c2ccccc12	2	40	0.0	-14	0	8	-2	9	-1.6
Cc1cc(NC(=O)COc2nnc(-c3ccccc3)c3ccccc23)no1	-1	2	0.1	7	-6	0	-1	8	-1.0

(further entries)
SMILES	Fh CTSL1 inh	core dimer inh	Efflux pump mplx	GASC-1 inh	TPT1 inhibitor	procasp3 activ	PP1 counter	procasp7 counter	PP5 inh
COc1cc(/C(C)=N/Nc2ccc(C(=O)O)cc2)cc(OC)c1OC	5	-20	0.0	-2	0	3	-4	0	0.0
CCC(=O)Nc1ccccc1C(=O)NC1CCCCC1	4	1	-1.1	3	0	-7	-3	-8	0.4
Cc1nccn1CCCNCc1c(C(=O)N2CCCCCCC2)nc2ccc(Cl)cn12	-4	-5	0.3	1	1	3	2	12	1.1
COc1cc(NC(=O)c2ccc(F)cc2)c(OC)cc1NC(=O)CN1CCCCC1	3	0	0.4	4	3	-2	-1	1	5.7
CCn1c(SCc2cccc(C)c2)nnc1-c1ccc(C)cc1	-2	2	0.0	13	-1	4	-1	1	0.0
COc1ccc(CCNC(=O)c2ccc(OCC(=O)N3CCOCC3)c(OC)c2)cc1OC	-1	-6	0.4	-6	3	-1	-2	-1	-0.2
COCCn1nnnc1CN(Cc1ccco1)Cc1cc2cc3c(cc2[nH]c1=O)OCO3	3	-4	0.1	-36	9	2	-7	-18	1.7
CCOc1cc(/C=C/C(=O)c2ccc(C)cc2)ccc1OCC(=O)N(C)C	3	0	-0.1	-3	1	2	-4	8	1.4
O=C(O)CN1C(=O)SC(Nc2ccc(C(=O)O)cc2)C1=O (stereo unspecified)	-3	-2	0.2	4	-6	-4	2	4	3.5
O=[N+]([O-])c1ccccc1Oc1ccccc1Cl	-4	-11	-0.1	-5	-3	3	3	1	5.0
O=C(Nc1ccc2c(c1)CCCN2C(=O)c1cccs1)c1c(F)cccc1F	-1	-4	0.2	20	2	-2	-2	-4	3.5
Cc1nn(-c2ccc(N3CCCCC3)nn2)c(C)c1CCC(=O)Nc1ccccc1F	-2	-3	-0.1	-3	1	1	0	0	4.5
O=C(c1ccc(NC2=NC3CS(=O)(=O)CC3S2)cc1)N1CCN(c2ccc(F)cc2)CC1 (stereo unspecified)	1	-6	0.1	-1	2	4	-1	0	1.1
O=C(O)Cc1coc2cc3c(cc12)CCC3	0	-4	-0.1	-12	-4	4	-2	-2	-3.1
O=C(COC(=O)CCc1ccc(S(=O)(=O)N2CCOCC2)cc1)Nc1ncc(C(F)(F)F)cc1Cl	-9	6	-0.1	-2	-4	1	-7	-4	-1.4

From PubChem
